CHRM1 agonist – agonists of human M1 muscarinic receptor; P11229; CHO-K1 hM1, Fluo-8 calcium fluorescence, agonist mode; 0% DMSO, 100% acetylcholine EC100; activation, % at 3 µM; actives 0.33% (n = 360,000); AID 588814;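 active = activation above the run's mean compound activation plus 3 SD, cut at about 16% in these data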;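 note: peak over basal fluorescence ratio within a 140 s kinetic read after compound addition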
CHO parental Ca – counter-screen for OX1R antagonists: effect in parental CHO cells | parental CHO-K1, ATP-induced calcium, Fluo-8 fluorescence | inhibition, % at 5.6 µM | actives 0.63% (n = 330,000);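 active = inhibition above that plate's mean sample inhibition plus 3 SD, cut at about 26% in these data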;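 note: 0% = ATP-challenged DMSO wells and 100% = DMSO wells without ATP; some compounds past the cut are filed as inactive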
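Material: Parental CHO cells | Reagent: ATP | Compound dosing: Single nominal dose of 5.6 µM per compound | Detection: Intracellular calcium via Fluo-8 no-wash fluorescent dye | Read-out: % inhibition of ATP-induced calcium mobilization | Benchmarks: Low control ATP plus DMSO, high control DMSO only | Replicates: Singlicate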
M1 PAM parental – M1 PAM counterscreen hit in parental CHO-K1 cells; ATP EC20, Fluo-8 calcium fluorescence; 0% at ATP EC20, 100% at ATP max; activation, % at 3 µM; actives 0.02% (n = 360,000); AID 602247;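 active = activation above the run cutoff, the mean activation of all test compounds plus 3 SD, cut at about 40% in these data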;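 note: peak over basal fluorescence ratio in a 140 s read after ATP addition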
M1 antag – human CHRM1 antagonism | P11229 | actives 1.3% (n = 360,000) | inhibition, % at 3 µM | CHO-K1 hM1, Fluo-8 calcium fluorescence, ACh EC80 antagonist;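 active = percent inhibition above its own plate's cutoff, namely the mean of that plate's compound wells plus 3 SD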;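 note: peak over basal fluorescence ratio during 140 s after agonist addition; 0% = ACh EC80 plus DMSO and 100% = DMSO alone without agonist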
OXTR potentiator – potentiators of human oxytocin receptor; P30559; CHO-OTR cells, Fluo-8 calcium fluorescence, potentiator mode; 0% = oxytocin EC15, 100% = EC100; activation, % at 3 µM; actives 0.061% (n = 320,000); AID 2445;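 active = activation above that plate's cutoff, the mean activation of tested compounds plus 3 SD, cut at about 6.6% in these data, passing the limit was not always enough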;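 note: 100% uses oxytocin at 75 nM as the full agonist control; some results filed as inactive read as strong as hits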
Target sequence (P30559 whole entry, looked up): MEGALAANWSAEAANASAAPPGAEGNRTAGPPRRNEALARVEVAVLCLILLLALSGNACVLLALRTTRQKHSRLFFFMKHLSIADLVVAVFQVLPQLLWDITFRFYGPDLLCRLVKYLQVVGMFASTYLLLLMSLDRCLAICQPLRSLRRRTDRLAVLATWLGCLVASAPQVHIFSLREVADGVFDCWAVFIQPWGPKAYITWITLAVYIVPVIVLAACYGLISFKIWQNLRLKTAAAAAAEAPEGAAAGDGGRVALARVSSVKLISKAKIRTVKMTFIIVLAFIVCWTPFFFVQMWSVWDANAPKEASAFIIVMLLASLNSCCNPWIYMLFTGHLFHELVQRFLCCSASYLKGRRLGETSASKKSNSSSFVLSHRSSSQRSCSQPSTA
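Assay system: CHO-OTR cells, human receptor / Also added: oxytocin at about EC15, sub-maximal agonist stimulus / Dosing: single dose, 3.0 µM nominal final compound concentration / Incubation: 6 min pre-incubation, 100 s read / Technique: Fluo-8 calcium dye fluorescence / Read-out: % activation vs EC15 and EC100 oxytocin / Benchmarks: EC15 oxytocin low, 75 nM oxytocin high / Replicates: singlicate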
M1 ag parental – M1 agonist counterscreen hit in parental CHO-K1 cells; actives 0.48% (n = 360,000); AID 602248; Fluo-8 calcium fluorescence; scaled to maximal ATP response, vehicle zero; activation, % at 3 µM; in the data active = activation above about 15%;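 note: untransfected CHO-K1 host cells lacking M1 receptor as counterscreen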
TAAR1 antagonist – antagonists of human TAAR1. Q96RJ0. inhibition, % at 3 µM. actives 1.5% (n = 360,000). CHO RD-HGA16 TAAR1, Fluo-8 calcium fluorescence, antagonist;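 active = inhibition above a per-plate cutoff, the mean inhibition of test compounds on that plate plus 3 SD, cut at about 49% in these data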;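 note: 0% = DMSO plus EC80 beta-PEA response and 100% = DMSO alone without agonist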
Target sequence (Q96RJ0 whole entry, looked up): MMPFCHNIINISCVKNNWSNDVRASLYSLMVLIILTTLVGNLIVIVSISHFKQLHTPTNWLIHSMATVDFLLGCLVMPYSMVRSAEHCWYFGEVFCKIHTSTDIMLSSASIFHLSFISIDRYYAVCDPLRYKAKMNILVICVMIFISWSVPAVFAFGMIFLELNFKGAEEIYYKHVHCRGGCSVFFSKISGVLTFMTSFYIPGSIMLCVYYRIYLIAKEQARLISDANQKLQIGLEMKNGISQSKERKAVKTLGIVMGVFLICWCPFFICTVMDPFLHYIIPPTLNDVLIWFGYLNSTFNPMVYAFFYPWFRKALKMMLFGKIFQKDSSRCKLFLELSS
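Assay system: CHO-derived RD-HGA16 cells stably expressing human TAAR1 plus Gα16. Timing: 140 s kinetic read after compound, 140 s after agonist. Technique: kinetic Fluo-8 calcium fluorescence measurement. Measure: % inhibition of agonist calcium response.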
CHO-K1 Ca antag – nonselective inhibitor or artifact in parental CHO-K1 cells; AID 602250; ATP-induced calcium, Fluo-8 fluorescence; actives 0.6% (n = 360,000); inhibition, % at 3 µM;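 active = inhibition above a per-plate cutoff, the plate's mean sample inhibition plus 3 SD, cut at about 24% in these data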;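 note: 0% = DMSO plus EC80 ATP and 100% = DMSO alone without ATP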
TAAR1 ag – agonists of human TAAR1; Q96RJ0; CHO RD-HGA16 TAAR1, Fluo-8 calcium fluorescence; vehicle wells 0%, saturating PEA agonist 100%; activation, % at 3 µM; actives 0.99% (n = 360,000); AID 624467;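 active = activation above the mean activation of all test compounds in the run plus 3 SD, cut at about 38% in these data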
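Assay system: CHO-derived RD-HGA16 cells with stable Gα16 and human TAAR1; timing: 17-24 h seeding, 75 min 37 °C dye, 30 min RT; read-out: % activation from peak over basal fluorescence ratio, DMSO-to-PEA scaled; measured by: kinetic Fluo-8 calcium fluorescence; benchmarks: low control DMSO, high control PEA (EC100); doses: 3 µM single concentration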
Active calls of the source: *; nt = not tested or not shown.

item	Structure	CHRM1 agonist	CHO parental Ca	M1 PAM parental	M1 antag	OXTR potentiator	M1 ag parental	TAAR1 antagonist	CHO-K1 Ca antag	TAAR1 ag
1	Nc1nc(Nc2ccccc2)nc(NCc2ccccc2)c1[N+](=O)[O-]	-3	-27	15	-5	-3	20*	-20	-1	-1
2	CCC(=O)N(CCC1(C(C)C)CCOC(C)(C)C1)C(C)c1cccs1 (stereo not given)	-3	-17	-13	-9	2	-0.4	-7	2	-1
3	Cc1oc(-c2ccccc2F)nc1CS(=O)(=O)CC(=O)N1CCOCC1	1	2	-4	-6	0	-0.2	-5	3	0
4	O=C(OCC(=O)N1CCOCC1)c1ccc(O)cc1	0	-11	-10	8	1	0.2	-8	-15	6
5	COc1ccccc1CNC(=O)C(=O)NCC1OCCCN1S(=O)(=O)c1cccs1 (stereo not given)	-3	-14	0	-4	0	1.5	-7	-3	5
6	Cc1ccc(C(=O)NCc2cccnc2)o1	-3	1	11	-8	-8	1.6	-19	-6	4
7	COc1ccc(C(=O)O/N=C(\C)c2nccs2)cc1	-1	16	-10	1	-16	1.6	-34	-10	3
8	CCCCN(C)CCCNC(=O)CN1N=C(c2ccc(Cl)cc2)CCC1=O	-4	-10	8	1	-1	4.0	0	-1	1
9	Brc1ccc(-c2nnc3c4ccccc4nc(N4CCOCC4)n23)cc1	2	1	10	5	-2	0.1	11	-1	17
10	COc1ccc(NC(=O)CSc2cccc3cccnc23)c(OC)c1	-4	-7	12	-9	-4	1.4	0	-2	5
11	COc1cccc(NC(=O)CN(C)CC(=O)Nc2ccc(C)cc2Cl)c1	-4	-6	16	1	0	5.5	-8	-15	-2
12	COc1ccc(C(=O)N2CCN=C2SCc2cccnc2)c(OC)c1	-7	13	36	-12	-6	0.4	0	-11	0
13	O=C(O)C1=C[C@H](c2cccs2)C[C@H](OCc2ccc(CO)cc2)O1	-4	-1	0	7	-3	0.5	8	-6	14
14	COc1ccc(CCN=C(N)NS(=O)(=O)c2cccs2)cc1	-6	-4	20	-2	-3	1.3	6	-6	1
15	O=C(Cc1ccccc1[N+](=O)[O-])NC1CCN(Cc2ccccc2)CC1	-9	-3	18	-3	-15	0.4	-3	-11	1
16	CC(NC(=O)C1CCN(S(=O)(=O)c2cccc3nonc23)CC1)c1ccccc1 (stereo not given)	6	-8	-10	1	-7	0.1	16	1	-2
17	CC(C)CC(NC(=O)C1CCC(C)CC1)C(=O)Nc1ccccc1F (stereo not given)	-2	-22	0	-11	-3	-0.2	-13	-13	8
18	CCOC(=O)N1CCC(Nc2ncnc3c2cnn3-c2ccc(C)cc2C)CC1	0	1	-2	16	-8	2.5	-20	5	-2
19	Cc1cc2c(c(=O)n1CCc1ccccc1)C(C(C)C)C(C#N)=C(N)O2 (stereo not given)	-3	-8	8	0	-21	0.6	32	-1	21
20	CC(=O)N(c1ccccc1)C1CCCC1	-10	-3	27	-7	-4	-0.1	-10	-12	3
21	O=C(Sc1ccc(Cl)cc1)c1ccccn1	-3	-10	-19	-6	-1	-0.1	7	2	0
22	CC(C)OC(=O)CC1C(=O)NCCN1C(=S)NC(=O)CCc1ccccc1 (stereo not given)	-6	-15	25	-5	-8	0.7	-4	-5	3
23	COc1ccc(/C=c2\s/c(=C/C(=O)c3ccc(C)cc3)[nH]c2=O)c(OC)c1	1	9	-4	-1	-7	1.1	44	-3	12
24	Cc1ccc(CNc2ncnc3c2cnn3-c2ccccc2)cc1	-4	5	-2	-8	-4	1.2	6	20	7
25	CCCC(c1nnnn1C1CCCCC1)N1CCN(C(=O)c2ccco2)CC1 (stereo not given)	-1	-6	1	-11	-1	0.6	13	-5	4
26	Cc1ccc(CNC(=O)CCC(=O)N2CC(C)Oc3ccccc32)cc1 (stereo not given)	10	-9	0	-12	-1	1.2	6	1	3
27	O=C(COC(=O)c1ccc2ccccc2c1O)Nc1ccccc1	9	nt	-24	-5	nt	-0.5	-11	19	2
28	CCCCS(=O)(=O)N1CCC(C(=O)Oc2ccccc2OC)CC1	-1	-11	2	-3	-7	5.3	-6	6	2
29	c1ccc(OCCCn2ccnc2)cc1	-8	-7	-9	-11	-2	-0.2	-7	8	3
30	CCCN(CC(=O)Nc1ccccc1C)C(=O)c1ccc(Cl)c(S(=O)(=O)N2CCCC2)c1	-1	-15	-3	-20	-7	0.1	-29	0	5

Sorted by length of the SMILES (highest first): part of the list above.
item	Structure	CHRM1 agonist	CHO parental Ca	M1 PAM parental	M1 antag	OXTR potentiator	M1 ag parental	TAAR1 antagonist	CHO-K1 Ca antag	TAAR1 ag
23	COc1ccc(/C=c2\s/c(=C/C(=O)c3ccc(C)cc3)[nH]c2=O)c(OC)c1	1	9	-4	-1	-7	1.1	44	-3	12
18	CCOC(=O)N1CCC(Nc2ncnc3c2cnn3-c2ccc(C)cc2C)CC1	0	1	-2	16	-8	2.5	-20	5	-2
11	COc1cccc(NC(=O)CN(C)CC(=O)Nc2ccc(C)cc2Cl)c1	-4	-6	16	1	0	5.5	-8	-15	-2

Looked up above:
In CHO-K1 Ca antag, `CC(=O)N(c1ccccc1)C1CCCC1` has -12
In CHRM1 agonist, `CC(C)CC(NC(=O)C1CCC(C)CC1)C(=O)Nc1ccccc1F` (stereo not given) has -2
In CHRM1 agonist, `COc1ccc(C(=O)O/N=C(\C)c2nccs2)cc1` has -1

(cont.)
item	Structure	CHRM1 agonist	CHO parental Ca	M1 PAM parental	M1 antag	OXTR potentiator	M1 ag parental	TAAR1 antagonist	CHO-K1 Ca antag	TAAR1 ag
31	COCCN1C[C@@H](CO)O[C@@H](n2cnc3c(NCc4ccncc4)ncnc32)C1	0	nt	15	-15	nt	0.6	-5	-5	0
32	Cn1c(=O)n(Cc2ccccc2)c(=O)c2c1nc1n2CCS1	-4	-19	15	-5	2	0.7	-36	-11	2
33	COc1ccc(/C=C(\NC(=O)c2ccc([N+](=O)[O-])cc2)C(=O)N2CCOCC2)cc1	-6	-12	16	0	-5	0.6	9	-4	6
34	C#CCOCCOCCOCCNc1nc(N2CCN(C(=O)[C@H](CCCCN)n3cc(CCCC)nn3)CC2)nc(N2CCN(C(=O)[C@H](Cc3ccc(O)cc3)n3cc(CCO)nn3)CC2)n1	-3	3	4	-16	-11	-0.9	nt	1	nt
35	COc1ccc(S(=O)(=O)N2CCC3(CC2)CC(=O)c2ccccc2O3)cc1C	-4	9	-5	-6	-15	0.9	-2	-2	4
36	COc1ccc(COCC(O)CN2CCOCC2)cc1OC (stereo not given)	-4	-12	18	-17	-11	0.8	18	-15	5
37	CCCCN(CCCC)Cc1cc(=O)oc2ccc3ccccc3c12	-5	nt	10	-18	nt	0.5	-24	-10	0
38	CC(Nc1nc(-c2ccccc2)nc2ccccc12)c1ccccc1 (stereo not given)	-3	25	28	-13	-8	0.9	-31	-12	3
39	CCOc1ccc(-c2nc(CCl)cs2)cc1OC	-2	-5	18	-12	-3	-0.3	1	-19	-2
40	CCN(c1ccccc1)S(=O)(=O)c1ccc(OC)c(NC(=O)CCc2nc3ccccc3c(=O)[nH]2)c1	-3	-22	1	8	-6	11	47	11	8
41	CCNc1nc(NCC)nc(Oc2ccc(N)cc2)n1	-3	-4	10	2	-1	0.3	-3	0	2
42	CCn1nc(C)cc1C(=O)Sc1ccc(C)cc1	-3	-13	14	3	-5	3.2	-16	-17	2
43	CC1=C(C(=O)O)N2C(=O)C(NC(=O)c3ccn(C)n3)C2SC1 (stereo not given)	-2	-11	14	-23	0	0.2	3	-2	6
44	O=C(CNC(=O)c1ccccc1)OCC(=O)N1c2ccccc2Sc2ccccc21	-9	-20	23	5	-11	2.2	-11	-6	5
45	CCOC(=O)C1=C(C)OC(N)=C(C#N)C1c1ccc(O)c(OC)c1 (stereo not given)	-2	-8	7	-2	-12	0.7	9	-3	5
46	CCN(CC)c1ccc(S(=O)(=O)N2CCOCC2)cc1NC(=O)c1cc(=O)c2ccccc2o1	1	-14	19	17	-9	5.8	47	-9	20
47	CN(C)/C=C(\C=O)c1ccc(Cl)cc1Cl	-7	-12	14	-4	-12	0.2	-1	-7	0
48	Cc1ccc(-c2cc3nc(-c4ccccc4)cc(N)n3n2)cc1	-2	12	12	8	-12	0.4	26	6	12

3 entries out of the list above, sorted by the value under CHRM1 agonist, lowest first:
No. | mol | CHRM1 agonist | M1 antag | OXTR potentiator | TAAR1 antagonist
32 | Cn1c(=O)n(Cc2ccccc2)c(=O)c2c1nc1n2CCS1 | -4 | -5 | 2 | -36
2 | CCC(=O)N(CCC1(C(C)C)CCOC(C)(C)C1)C(C)c1cccs1 (stereo not given) | -3 | -9 | 2 | -7
25 | CCCC(c1nnnn1C1CCCCC1)N1CCN(C(=O)c2ccco2)CC1 (stereo not given) | -1 | -11 | -1 | 13
